# Avidin bead fluor – compound fluoresces at 488/530 nm on avidin beads; fluorescence (KMESF) at 10 µM; 220,000 tested, 0.38% active; AID 1775; compound fluorescence 488/530 nm, flow cytometry; stronger effect = higher value; in the data active means fluorescence above about 47; further: inactives centre near 10
# Pf gamet viab – kills late stage P. falciparum gametocytes. P. falciparum stage V gametocytes, ATP luminescence, 24 h. inhibition, % at 10.9 µM. 150,000 tested, 0.065% active;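 active means inhibition above the mean plus 3 SD of compounds within the control limits, set per campaign, cut at about 38% in these data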;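 further: 0% = DMSO wells and 100% = medium only without gametocytes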
# Rab7 wt GTP bind – alters GTP binding to wildtype dog Rab7; 190,000 tested, 0.055% active; AID 758; GTP binding activity (percent of control), % at 10 µM; GST-Rab7 beads, fluorescent GTP binding, flow cytometry; actives lie on both sides; untreated = 100%, excess cold GTP = 0%;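 active means fluorescent GTP binding to Rab7 beads changed by at least 20 points from the 100% baseline, either direction, mostly lower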;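 further: median green fluorescence of bound Bodipy-FL-GTP per Rab7 bead population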
# Mcl-1 Bim block – inhibitors of Bim-Mcl-1 interaction, human | Q07820 | AID 1009 | 190,000 tested, 0.1% active | inhibition, % at 10 µM | Bead-based flow cytometry, Bim peptide-Mcl-1 binding; in the data active means inhibition above about 40%;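 further: 0% = no compound tracer wells and 100% = peptide blocker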
# Target sequence (Q07820 whole entry, looked up): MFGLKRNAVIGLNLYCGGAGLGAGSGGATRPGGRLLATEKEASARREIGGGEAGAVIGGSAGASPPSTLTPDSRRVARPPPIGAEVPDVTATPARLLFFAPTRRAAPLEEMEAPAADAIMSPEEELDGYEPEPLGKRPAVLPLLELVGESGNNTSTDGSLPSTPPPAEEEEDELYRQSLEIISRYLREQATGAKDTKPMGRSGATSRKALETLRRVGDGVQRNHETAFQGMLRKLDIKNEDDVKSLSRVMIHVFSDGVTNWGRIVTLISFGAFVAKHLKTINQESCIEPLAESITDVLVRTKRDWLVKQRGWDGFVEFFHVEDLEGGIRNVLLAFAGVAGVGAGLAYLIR
# Rac1 wt GTP bind – modulators of human Rac1 wildtype GTP binding | GST-Rac1 beads, fluorescent GTP binding, flow cytometry; actives lie on both sides; 0 = cold GTP competed, 100 = untreated | 190,000 tested, 0.27% active | GTP binding activity (% of control), % at 10 µM;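 active means GTP binding activity at least 20 points away from the 100% control level, either lower or higher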
# HRas wt GTP bind – human HRas wildtype GTP binding, change in either direction. GTP binding activity, % at 10 µM. 190,000 tested, 0.14% active. P01112. GST-Ras wt beads, Bodipy-FL-GTP binding, flow cytometry; actives lie on both sides;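 active means GTP binding activity at least 20% away from the 100% baseline, either lowered as inhibitor or raised as activator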;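 further: 0% = unlabeled GTP competition control and 100% = no-compound control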
# Target sequence (P01112 whole entry, looked up): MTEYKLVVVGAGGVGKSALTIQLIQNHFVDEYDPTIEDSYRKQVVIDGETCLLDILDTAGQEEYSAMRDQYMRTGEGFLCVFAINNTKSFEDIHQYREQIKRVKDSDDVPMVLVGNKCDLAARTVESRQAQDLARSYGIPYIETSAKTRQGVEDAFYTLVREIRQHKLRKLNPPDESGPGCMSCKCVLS
# Cdc42 wt – modulators (inhibitors or activators) of GTP binding to human Cdc42 wildtype. AID 761. GST-Cdc42 beads, Bodipy-GTP binding, flow cytometry; actives lie on both sides. percent activity (GTP binding), % at 10 µM. 190,000 tested, 0.2% active;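 active means percent activity GTP binding at least 20 points away from the 100% baseline, either down as inhibitor or up as activator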;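 further: median bead fluorescence of bound Bodipy-FL-GTP at 100 nM; 0% = excess unlabeled GTP control and 100% = no compound control; below 100% means less GTP binding so inhibitor and above means activator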
# Target sequence (P60953 whole entry, looked up): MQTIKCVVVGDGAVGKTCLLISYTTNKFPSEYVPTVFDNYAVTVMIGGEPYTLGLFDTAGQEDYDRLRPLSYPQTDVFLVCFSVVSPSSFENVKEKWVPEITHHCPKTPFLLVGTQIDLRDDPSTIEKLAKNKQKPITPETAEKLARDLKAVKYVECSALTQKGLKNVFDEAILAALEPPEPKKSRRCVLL
# Rac1 act GTP bind – modulators of GTP binding to human Rac1 activated mutant. AID 764. GST-Rac1 activated beads, fluorescent GTP binding, flow cytometry; actives lie on both sides; 100% means binding = to untreated wells. percent activity (GTP binding), % at 10 µM. P63000. 190,000 tested, 0.11% active;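 active means GTP binding at least 20 percentage points away from the 100% baseline, in either direction, so actives lie on both sides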
# Mcl1-Bid inh – disrupts binding of human Mcl-1 to Bid peptide | 220,000 tested, 0.97% active | TR-FRET Mcl-1/Bid-Dy647 peptide binding, 1536-well | inhibition, % at 21.7 µM;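 active means compounds that cut the binding signal by more than half at the single screening dose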;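 further: His-tagged Mcl-1 with europium anti-His antibody binding Bid BH3 peptide; 0% = Mcl-1 plus peptide wells and 100% = peptide-only wells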
# Mcl1-Noxa inh – disrupts binding of human Mcl-1 to Noxa peptide; Q07820; TR-FRET Mcl-1/Noxa peptide binding, 2 h; inhibition, % at 21.7 µM; 220,000 tested, 1.5% active;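 active means compounds that cut the protein-peptide binding signal by more than 50% relative to plate controls in a single-dose test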;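 further: His-tagged Mcl-1 with rhodamine Noxa BH3 peptide and terbium anti-His antibody; 0% = Mcl-1 plus Noxa peptide wells and 100% = peptide-only wells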
# Rab2 wt GTP – changes GTP binding to wildtype dog Rab2A, up or down. GST-Rab2 wt beads, Bodipy-GTP binding, flow cytometry. 190,000 tested, 0.19% active. P61105. GTP binding activity, % at 10 µM;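 active means GTP binding activity at least 20 points away from 100%, either lowered or raised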;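 further: 0% = beads with excess unlabeled GTP and 100% = no-compound control corrected for plate trend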
# * marks the source's active call; other numbers are inactive results; . = no result given; & = joins results of further samples.
SMILES,Avidin bead fluor,Pf gamet viab,Rab7 wt GTP bind,Mcl-1 Bim block,Rac1 wt GTP bind,HRas wt GTP bind,Cdc42 wt,Rac1 act GTP bind,Mcl1-Bid inh,Mcl1-Noxa inh,Rab2 wt GTP
CCSc1ccccc1C(=O)Nc1ccc([N+](=O)[O-])cc1OC,10,-7,104,-2,99,99,96,96,-47,3,100
O=C(Nc1ccn(Cc2ccccc2F)n1)c1ccc(COc2ccc(Cl)cc2Cl)o1,30,-9,97,-1,104,100,99,98,-6,25,100
Cc1ccc(S(=O)(=O)N2CCC(C(=O)Nc3nnc(-c4ccco4)s3)CC2)cc1,11,13,98,-2,100,97,98,99,-8,-50,98
COc1ccccc1CN(C)C(C)C(=O)Nc1cccc(C(C)=O)c1 (centres undefined),12,36,101,-8,105,103,104,101,-16,9,109
O=c1c2ccccc2c(C=NCCO)c(O)n1-c1ccccc1,11,-6,93,-2,94,98,97,93,-14,18,94
COc1ccc(C2(C(=O)NC(C)C)CCCC2)cc1OC,13,12,94,0,97,97,96,91,-19,-18,95
NC(=S)N/N=C/c1ccccc1OCCSc1ccc(Cl)cc1,6,.,97,-9,103,102,101,99,-51,10,99
COc1ccc(N2C(=O)C(F)(F)C2c2ccc(C)cc2)cc1OC (centres undefined),25,.,104,-2,99,98,97,98,-7,1,97
O=C(N/N=C/c1cccs1)C1COc2ccccc2O1 (centres undefined),6,.,97,1,101,98,98,98,-27,10,96
COc1cc(C(=O)N(Cc2ccc(F)cc2)C2CCS(=O)(=O)C2)cc(OC)c1OC (centres undefined),14,11,107,-1,107,104,100,100,5,4,106
O=C1NC(=O)C(c2ccccc2)(c2ccccc2)N1,7&37&10,.,98&98&96,-2&0&-4,104&99&103,98&96&97,102&98&99,98&96&98,6&5&2,16&11&-9,98&95&98
COc1ccccc1CN1CC(C(=O)NCC2CCCO2)CC1=O (centres undefined),11,.,97,-4,99,100,101,98,-3,-4,100
Cc1ccc(OCCSc2ncnc3nc[nH]c23)cc1,5,.,98,-4,99,98,99,96,-33,4,98
O=C(CCN1C(=O)/C(=C/C=C/c2ccccc2)SC1=S)Nc1ccccn1,9,20,97,-6,97,95,97,93,-11,6,96
COc1ccc(C2CC(c3cccs3)=NN2C(=O)COC(=O)c2cncc(Br)c2)cc1OC (centres undefined),9,-1,105,0,97,98,96,95,-29,-13,98
COc1cccc(CC(=O)N[C@@H](CCSC)c2nc3ccccc3[nH]2)c1,9,1,94,0,98,93,95,96,-23,-1,97
O=C(c1cnc2c(c1)COc1ccc(Cl)cc1-2)c1ccccc1O,21,3,97,0,99,96,99,97,6,16,92
CN(C)S(=O)(=O)c1ccc(Cl)c(NC(=O)COC(=O)CN2C(=O)C3CCCCC3C2=O)c1 (centres undefined),17,6,102,0,104,100,98,97,-4,10,98
O=C(O)COCc1nc2ccccc2[nH]1,10,12,104,0,110,102,107,104,7,20,105
O=C(N/N=C\c1ccc(Cl)cc1)c1sccc1-n1cccc1,3,-10,98,2,98,97,95,96,-45,9,97
CCCC(O)(CCN(C)C)c1ccc(OC)cc1 (centres undefined),11,.,100,3,106,100,105,97,-10,26,102
Cc1ccccc1CSCCNC(=O)CN(c1ccc2c(c1)OCO2)S(C)(=O)=O,6,.,101,-1,104,102,105,101,-39,13,103
COc1cccc2cc3c(=O)n(-c4ccccc4)nc-3oc12,4,.,96,3,98,97,97,97,9,33,97
Cc1nc2nc(-c3ccccc3)[nH]n2c(=O)c1Cc1ccccc1,35,-3,96,-3,101,99,100,99,14,18,97
Cc1cc(C(=O)CSc2nnnn2-c2ccc(O)cc2)c(C)n1C,14,18,96,-1,99,97,96,98,-28,10,94

# Later entries.
SMILES,Avidin bead fluor,Pf gamet viab,Rab7 wt GTP bind,Mcl-1 Bim block,Rac1 wt GTP bind,HRas wt GTP bind,Cdc42 wt,Rac1 act GTP bind,Mcl1-Bid inh,Mcl1-Noxa inh,Rab2 wt GTP
O=C(NC(Cc1ccccc1)C(=O)O)/C(=C/c1ccccc1)NC(=O)c1cccc(Br)c1 (centres undefined),30,11,102,0,97,96,92,90,2,12,96
CCN(CC)c1ccc(/C=N/NC(=O)CN2CCCc3ccccc32)cc1,6,.,98,-1,104,102,103,102,-12,27,102
COc1ccccc1NC(=O)CN(C)S(=O)(=O)c1ccc(F)cc1,13,2,92,-6,92,94,96,92,-7,.,92
CC1CCN(C(=O)CCc2nnc(-c3ccccc3)o2)CC1,12,8,97,-2,98,96,99,97,-23,11,97
O=C(/C=C/c1cc([N+](=O)[O-])ccc1OC(F)F)Nc1cccc2ccccc12,8,-6,99,-5,100,97,101,98,9,15,94
O=C(c1ccc(Cl)c(Cl)c1)N1CCC(=O)N(C(COCc2ccc(Cl)cc2)Cc2ccccc2)CC1 (centres undefined),10,8,99,-1,107,102,105,97,18,7,101
CCN(CC)c1c([N+](=O)[O-])c(=O)oc2ccccc12,9,2,95,0,95,97,98,92,13,12,99
O=C(c1ccc(N2CCCC2)c([N+](=O)[O-])c1)N1CCN(c2ccccn2)CC1,13,.,95,-4,96,95,95,94,-2,-8,97
O=C1C=C(NNC(=O)c2ccncc2)CC(c2ccccc2)C1 (centres undefined),9,-4,104,-3,102,100,95,98,-63,1,99
CSc1cnc2c(=O)n(C)c(=O)[nH]c2n1,10,-12,98,-3,97,98,99,99,-3,11,97
Cn1cccc1/C=N/n1c(-c2ccco2)n[nH]c1=S,9,6,95,0,95,93,93,92,-57,40,87
CCc1nc2ccccc2c(C(=O)OCCN2C(=O)c3ccccc3C2=O)c1C,12,.,101,-1,102,106,107,102,-11,5,104
O=C(c1cccnc1)N1CCN(Cc2cccc(F)c2)CC1,13,.,102,0,100,100,100,99,3,-23,98
COc1cccc(CNC(=O)C2=C(C)C(=O)OC23CCC(C)CC3)c1 (centres undefined),7,.,99,2,104,99,102,103,-43,-1,100
c1cnc(Nc2nc(-c3ccc4ccccc4c3)cs2)nc1,18,.,107,-3,106,106,106,97,-38,-1,106
O=C(CSc1nc2ccccc2s1)N1CCCCC1,8,-2,99,0,100,101,99,98,-13,46,98
COc1ccc(C2CC(c3ccc(OC)cc3)n3nc(NC(=O)c4cccs4)nc3N2)cc1 (centres undefined),33,.,94,0,97,96,97,95,-45,-56,95
COc1cc(C)c(Cl)cc1S(=O)(=O)n1cnc2ccccc21,8,-12,97,0,102,99,101,100,30,8,98
CCn1cc(C(=O)NCC2CCCO2)c(=O)c2cc(S(=O)(=O)N(C)C)ccc21 (centres undefined),29,.,101,-4,104,99,104,99,33,28,100
COCc1cc(C)nc(OCC(=O)N/N=C/c2ccc(O)cc2)c1C#N,2,9,98,3,99,99,95,97,-37,18,98
Cc1c(Cl)c([N+](=O)[O-])nn1CCCC(=O)Nc1cccc(Cl)c1Cl,8,-2,103,-1,103,99,99,98,1,1,100
Cc1cccc(Cc2ccc(Cl)nn2)c1,12,-12,107,0,99,98,98,97,-27,-12,100
C=CCNc1nc(-c2ccc(O)c(C(N)=O)c2)cs1,6,-6,100,0,97,101,100,97,-26,35,99
CCOc1ccc(OCCCCn2ccnc2)cc1,5,-3,105,-1,104,100,106,100,8,12,102
COc1ccc(C(=O)CSc2nnc(-c3ccc(C)cc3)o2)cc1,11,.,100,-3,102,99,99,96,-13,0,97

# Following part:
SMILES,Avidin bead fluor,Pf gamet viab,Rab7 wt GTP bind,Mcl-1 Bim block,Rac1 wt GTP bind,HRas wt GTP bind,Cdc42 wt,Rac1 act GTP bind,Mcl1-Bid inh,Mcl1-Noxa inh,Rab2 wt GTP
Cc1cc(C(=O)CSc2nncs2)c(C)n1-c1c(C)n(C)n(-c2ccccc2)c1=O,6,.,93,-2,93,95,97,95,-40,.,96
Cc1ccc2[nH]c(=O)c(CN(CCCN3CCOCC3)C(=O)Nc3cccc(Cl)c3)cc2c1,10,-3,99,0,104,98,99,99,-7,11,99
Cn1cccc1Cc1nnc(SCC(=O)NCC2CCCO2)n1CCc1ccccc1 (centres undefined),6,15,101,0,107,100,103,100,-40,-18,104
COc1ccc(NS(=O)(=O)c2cc(C)ccc2C)cc1,7,3,105,-1,106,102,101,100,-12,-1,105
CCC(C)(C(=O)NC1CCCC1)N(C(=O)CC1NC(=O)NC1=O)c1c(C)n(C)n(-c2ccccc2)c1=O (centres undefined),10,10,98,1,101,101,98,95,-1,42,100
COc1cc(/C=N/NC(=O)c2ccc(F)cc2)ccc1OC(=O)c1ccco1,2,-3,101,-3,105,100,100,99,-47,13,95
COCCN1Cc2cccc(C(=O)Nc3c(C)cc(C)cc3C)c2C1=O,27,8,98,-2,103,100,103,99,2,10,102
CC(=O)/C(C[N+]1(C)CCCCC1)=N\O,8,.,103,-1,104,100,99,99,-23,4,103
COC(=O)c1cc(C(=O)N2CCN(c3cccc(Cl)c3)CC2)cc([N+](=O)[O-])c1,10,9,98,-2,94,95,95,92,-13,1,95
O=C(Nc1ccccc1)N(C1=NCCCCS1)c1ccccc1,39,.,103,-3,110,100,104,98,-2,13,102
N#C/C(=C/c1ccc(Br)s1)C(=O)NCCc1c[nH]c2ccccc12,10,-15,99,0,100,97,100,98,-36,6,96
COc1ccc(NC(=O)c2ccc3c(=O)n(-c4ccc(OC)cc4OC)c(=S)[nH]c3c2)cc1,15,6,100,0,93,95,92,94,-59,-33,94
Fc1cccc(F)c1-n1c(CN2CCCCC2)csc1=S,12,-14,105,-1,100,96,97,95,-10,-3,97
CCN1CCCC1CNC(=O)C(=O)NC(C)c1ccccc1 (centres undefined),11,.,103,0,94,95,93,95,-26,-27,96
Nc1nnc(SCC(=O)OCC(=O)Nc2ccccc2)s1,6,1,106,3,94,96,96,94,-67,-5,101
COc1ccc2sc(C)nc2c1NC(C)=O,9,24,100,-2,104,101,101,98,-6,2,102
CCOC(=O)c1ccc(NC(=S)NCCc2ccccc2F)cc1,9,-12,94,2,99,101,98,98,12,19,95
O=C(c1cn(-c2ccccc2)nc1-c1ccccc1)N1CCOCC1,6,.,96,-10,101,97,97,97,-15,1,97
Cc1noc(C)c1S(=O)(=O)N1CCCC(C(=O)NCCC2=CCCCC2)C1 (centres undefined),13,8,99,-3,107,101,104,97,-12,-15,103
C[C@H](CO)NC(=O)[C@@H]1C[C@H]1[C@@H](NP(=O)(c1ccccc1)c1ccccc1)c1ccccc1,7,13,103,0,102,99,102,99,3,4,101
CN(C)S(=O)(=O)c1ccc2c(c1)C(CC(=O)O)NC2=O (centres undefined),7,-17,101,0,105,101,104,99,-10,15,100

# A different layout for two compounds above.
# Fields – Avidin bead fluor, Pf gamet viab, Rab7 wt GTP bind, Mcl-1 Bim block, Rac1 wt GTP bind, HRas wt GTP bind, Cdc42 wt, Rac1 act GTP bind, Mcl1-Bid inh, Mcl1-Noxa inh, Rab2 wt GTP
- COc1ccc(NC(=O)c2ccc3c(=O)n(-c4ccc(OC)cc4OC)c(=S)[nH]c3c2)cc1
    15, 6, 100, 0, 93, 95, 92, 94, -59, -33, 94
- Fc1cccc(F)c1-n1c(CN2CCCCC2)csc1=S
    12, -14, 105, -1, 100, 96, 97, 95, -10, -3, 97

# Source: PubChem BioAssay
